Screening data as filed in PubChem.
WT yeast gro inh = growth inhibition of WT strain, primary screen, mitochondrial fusion inhibitor project, WT and mutant strains, chemical genetic; actives 2.1% (n = 190,000); AID 1362, 2008; mitochondrial fusion phenotypic screen; inhibition, % at 10 µM; in the data active = inhibition above about 58%; tested in S. cerevisiae
MT stabilize HCS = microtubule stabilizers in HeLa cells, primary screen, imaging, high-content imaging. actives 0.83% (n = 200,000). AID 2205, 2009. HeLa tubulin immunostaining HCS, 24 h; share of cells brighter than vehicle mean+2SD. % tubulin-high responders, % at 10 µM;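 active = plate Z-score above 3 for both tubulin-high and condensed-nucleus cell shares, with cell loss under 80%, at 10 µM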;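 also: anti alpha tubulin signal scored within the nucleus-defined area of each cell; some results filed as inactive read as strong as hits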
T cell modulator = modulators of CD8 T cell-vesicle binding, primary screen, mouse 2C CD8+ T cells, flow cytometry. 2C CD8+ T cell-vesicle binding; stronger effect = lower value. calls only at 7 µM. actives 0.068% (n = 330,000);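 active = response, share of CD8 T cells binding vesicles, and their 90th percentile fluorescence all below set limits, cut at about 80% in these data, passing the limit was not always enough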
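System: murine 2C transgenic CD8+ T lymphocytes; also added: QL9-loaded Drosophila micro-vesicles; times: binding 1.5 h at 37 °C; measured by: flow cytometry, PE anti-B7-1 (FL2) versus Alexa647 anti-CD8 (FL8), PFA-fixed; control set: Peptide-free naked vesicles (low) and QL9 vesicles with 0.7% DMSO vehicle (high)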
Hep lipid drop = inhibitors of hepatocyte lipid droplet formation, primary screen, imaging, high-throughput imaging, BODIPY stain. AML12 mouse hepatocytes, oleate lipid droplets. inhibition, % at 6.5 µM. actives 0.4% (n = 240,000). AID 1656, 2009;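 active = lipid droplet intensity inhibited by at least 50%, with more than 500 cells counted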
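Test system: AML12 hepatocytes (mouse); reagent: oleate loading, 100 µM; dosing: one dose, 6.5 µM compound; incubation: overnight exposure; signal: fluorescence imaging, 20x objective, two fields per well; read-out basis: % inhibition of corrected integrated BODIPY droplet signal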
Insulin prom up = insulin promoter activators in MIN6 cells, imaging, high-content screening, mouse beta cells; z-score at 5 µM; MIN6 insulin promoter-GFP reporter; stronger effect = higher value; actives 0.3% (n = 190,000);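 active = z-score above 3 at 5 µM with at least 500 cells counted in the well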
West Nile antiviral = West Nile virus antiviral activity, cell-based, CPE readout (AID 1621); actives 0.02% (n = 290,000); one-dose CPE inhibition, % at 10 µM; IC50 in µM for titrated hits; West Nile virus-infected cells, CPE inhibition; higher % means a stronger effect; in the data active = a potency from the dose series; also: strong numbers were not always called active
Autophagy HCS = autophagy modulators in MEF cells, primary screen, imaging, high-content, MEF GFP-LC3. MEF GFP-LC3 puncta imaging; test concentration mostly 10 µM. calls only at 10 µM (by protocol). actives 0.98% (n = 190,000). AID 463193, 2010;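 active = percentage of spot-positive cells more than 3 SD above its plate mean, without a fluorescence outlier flag or 80% toxicity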;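 also: spot-positive cell cutoff set from DMSO-treated cells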
b-catenin transl = modulators of beta-catenin nuclear translocation, primary screen, imaging, HeLa cells, immunofluorescence, high-content; actives 0.3% (n = 190,000); nuclear translocation activity, % at 5 µM;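 active = nuclear translocation activity above 50% at 5 µM, with a well cell count of 50 or more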;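 also: per-cell ratio of nuclear to cytoplasmic median beta-catenin stain intensity; plate controls were DMSO negative control for no effect and GSK-3 inhibitor IX positive control for full effect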
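System: Human HeLa cells, endogenous beta-catenin | Compound dosing: 5 µM primary, 0.02–20 µM confirmation | Timing: 24 h compound exposure at 37°C, 5% CO2 | Measured by: Fluorescence imaging of beta-catenin antibody stain plus DAPI | Read-out basis: % activation of per-cell nuclear versus cytoplasmic median beta-catenin signal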
Myeloid diff MLP = induction of myeloid progenitor differentiation, primary screen, cell-based, flow cytometry, MLPCN library; ER-HoxA9 myeloid progenitors, lysozyme-GFP differentiation; actives 1% (n = 360,000); calls only at 10 µM;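 active = normalized GFP-positive differentiation at or above the plate's own cutoff, the solvent-only control mean plus 3 SD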;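 also: cells exposed to compound for four days before flow analysis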
WT yeast gro inh mutant strain = further read-out of WT yeast gro inh, marked with its call; inhibition, %; mitochondrial fusion phenotypic screen, mutant strain inhibition
Insulin prom up cell count = further read-out of Insulin prom up, marked with its call; cell count; measured here: cytotoxicity, nuclei count;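 total cells summed across four imaged fields per well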
Hep lipid drop cells 6.5 µM = second read-out of Hep lipid drop, no call of its own (marks repeat the call); cell count; measured here: cell count, cytotoxicity flag;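 cells counted across two imaged fields per well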
b-catenin transl cell count 5 µM = recorded beside b-catenin transl, whose call it bears; cell count; measured here: cell count, cytotoxicity flag
T cell modulator vesicle-bound % = further read-out of T cell modulator, marked with its call; double positive events, %; measured here: CD8+ vesicle-bound cell fraction;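 binding gate set so that unloaded-vesicle control wells show 10% double positive cells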
MT stabilize HCS Hoechst-high % = recorded beside MT stabilize HCS, whose call it bears; % Hoechst-high responders; measured here: nuclear condensation Hoechst responders;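 share of cells brighter than vehicle mean plus two SD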
MT stabilize HCS cytotoxicity % = further read-out of MT stabilize HCS, marked with its call; toxicity, %; measured here: cytotoxicity by cell density;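 0% = mean cell density of plate MIN control wells and 100% = no cells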
Autophagy HCS cell loss 18 h = further read-out of Autophagy HCS, marked with its call; toxicity, %; measured here: cell loss, nuclei count;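 cell loss after 18 h compound exposure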
Myeloid diff MLP GFP+ MAC1+ % = recorded beside Myeloid diff MLP, whose call it bears; GFP+ MAC1+ double positive, %; measured here: differentiation confirmed by MAC1 staining
The depositor's hits bear a star; i = inactive; . = not tested or not shown; + = active, no number.

SMILES | WT yeast gro inh | WT yeast gro inh mutant strain | MT stabilize HCS | MT stabilize HCS Hoechst-high % | MT stabilize HCS cytotoxicity % | T cell modulator | T cell modulator vesicle-bound % | Hep lipid drop | Hep lipid drop cells 6.5 µM | Insulin prom up | Insulin prom up cell count | West Nile antiviral | Autophagy HCS | Autophagy HCS cell loss 18 h | b-catenin transl | b-catenin transl cell count 5 µM | Myeloid diff MLP | Myeloid diff MLP GFP+ MAC1+ %
O=C(CSCC(=O)NC1CCCC1)Nc1ccccc1 | 1 | 0 | 2.7 | 2.0 | 3.7 | i | 19 | 8 | 679 | 0.03 | 1142 | 0.0% | i | 3 | -2.3 | 470 | i | 1.1
N=C(N)c1ccc(O)cc1 | 5 | -12 | 2.1 | 1.9 | 3.2 | i | 60 | 19 | 754 | 0.02 | 1453 | 0.5% | i | 3 | -1.6 | 1086 | i | 0.5
CS(=O)(=O)c1ccccc1C(=O)Nc1cc2c(cc1C(=O)O)OCCCO2 | . | . | . | . | . | i | 26 | -3 | 763 | . | . | 0.1% | . | . | . | . | i | 1.1
COc1ccc(N2C(=O)/C(=C\c3ccco3)N=C2SCC(=O)NC(C)(C)C)cc1Cl | 0 | -14 | 2.1 | 2.1 | 0.8 | i | 51 | -2 | 665 | 0 | 1509 | -1.6% | i | 25 | -2.1 | 1125 | i | 1.5
CC(C)(C)c1ccc(C(=O)N2CCN(c3nc4ccccc4o3)CC2)cc1 | -4 | -4 | 2.5 | 2.2 | 2.1 | i | 6 | . | . | -0.63 | 1135 | -0.7% | . | . | -1.3 | 1161 | i | 3.0
O=C(O)c1cccc(-n2cccc2C=C2C(=O)c3ccccc3C2=O)c1 | 0 | 2 | 2.6 | 2.4 | 6.4 | i | 49 | -3 | 693 | 0.1 | 1231 | -0.1% | i | 6 | -0.8 | 1104 | i | 0.5
O=C(C1CCCN(S(=O)(=O)c2cnc[nH]2)C1)N1CCN(c2ccc(Cl)cc2)CC1 (stereo unspecified) | -7 | -9 | 8.6 | 1.5 | 2.5 | i | 51 | -1 | 653 | 0.02 | 1925 | 1.1% | . | . | -2.3 | 1221 | i | 3.1
COc1ccccc1C(=O)N/C(=C\c1ccc(Br)cc1)C(=O)N1CCCC1 | . | . | . | . | . | i | 16 | -22 | 772 | -1.4 | 1063 | 0.1% | . | . | 0.8 | 1300 | i | 0.8
NNC(=O)CCS(=O)(=O)c1ccc2ccccc2c1 | 0 | 3 | 2.6 | 1.3 | 5.9 | i | 31 | 0 | 785 | 0.42 | 1150 | 0.1% | i | 8 | -1.1 | 1103 | i | 1.0
CCOc1ccc(S(=O)(=O)N/N=C(\C)c2ccc(OC)cc2OC)cc1 | -2 | -11 | 2.0 | 2.5 | 3.8 | i | 50 | 10 | 729 | 0.7 | 1308 | 0.1% | i | -2 | -2.4 | 1080 | i | 0.2
CC1=C(C(=O)NC2CCCc3c2cnn3-c2cc(F)cc(F)c2)OCCO1 (stereo unspecified) | . | . | . | . | . | i | 40 | 21 | 712 | . | . | -0.9% | . | . | . | . | i | 1.0
O=C(NCCCN1CCCC1)c1cccc(N2CCCC2=O)c1 | 20 | 9 | 2.9 | 2.3 | 11 | i | 22 | 0 | 715 | . | . | -0.3% | i | 2 | 2.6 | 962 | i | 1.3
Cc1ccc(-c2csc3ncnc(Cl)c23)cc1 | 6 | 5 | 4.0 | 1.9 | 0.8 | i | 19 | 9 | 640 | -0.13 | 1170 | -0.2% | i | -6 | -0.3 | 538 | i | 0.3
CCC1CCCCN1Cc1ccc(CNC(=O)CCc2nnc3ccc(N4CCCCC4)nn23)o1 (stereo unspecified) | . | . | . | . | . | i | 15 | -6 | 724 | . | . | 0.2% | . | . | . | . | i | 1.3
Cc1ccccc1CS(=O)(=O)c1cnc2ccccc2n1 | -12 | -3 | 0.7 | 1.2 | 7.9 | i | 55 | 19 | 744 | 0.95 | 840 | 0.9% | i | -5 | -0.6 | 1154 | . | .
CCCCOc1ccc(-c2cc(C(F)(F)F)c(C#N)c(SCC(=O)O)n2)cc1 | -17 | 15 | 2.4 | 1.6 | 4.0 | i | 32 | 7 | 637 | . | . | -0.1% | + | -3.9* | 1.3 | 1209 | + | 4.2*
Cc1ccc(CCNC(=O)C2CCCN(S(=O)(=O)c3c(C)nn(C)c3C)C2)cc1 (stereo unspecified) | 2 | -4 | 2.7 | 3.0 | 5.3 | i | 33 | . | . | -1.1 | 903 | -0.8% | i | 7 | . | . | i | 1.2
O=C(CSc1nnc(-c2ccccn2)o1)Nc1ccc(F)cc1 | . | . | . | . | . | i | 58 | -9 | 741 | . | . | -0.4% | . | . | . | . | i | 0.6
COC(CNC(=O)c1cc(S(=O)(=O)N2CCc3ccccc32)ccc1F)OC | . | . | . | . | . | i | 41 | -7 | 721 | . | . | -0.4% | . | . | . | . | i | 0.1
COc1ccc(OC)c(-c2nc(CN3CCN(C(=O)c4ccco4)CC3)c(C)o2)c1 | . | . | . | . | . | i | 29 | -2 | 706 | . | . | 0.0% | . | . | . | . | i | 0.6
CCc1nc(SCC(=O)NCC2CCCO2)c2c(=O)n(C)c(=O)n(C)c2n1 (stereo unspecified) | . | . | . | . | . | i | 65 | -1 | 856 | . | . | 0.5% | . | . | . | . | i | 6.5
CCOC(=O)C1=C(O)/C(=C\c2ccc(O)c(OCC)c2)N=C1C | . | . | . | . | . | i | 55 | -12 | 729 | 0.19 | 989 | 0.2% | . | . | 0.0 | 1395 | i | 0.4
Cc1cc(NC(=O)c2ccc(COc3ccc(Cl)c(C)c3)o2)no1 | -8 | -7 | 1.6 | 1.8 | 9.3 | i | 10 | -2 | 669 | -0.25 | 1230 | 0.8% | i | 1 | -0.9 | 1102 | i | 3.5
COc1ccc(NC(=O)c2oc3ccccc3c2NC(=O)c2ccco2)cc1 | 7 | 3 | 2.9 | 1.7 | 0.8 | i | 52 | 18 | 506 | -0.72 | 1541 | -0.3% | i | -4 | 1.4 | 1008 | i | 0.7

Full records from above. Values in the order: WT yeast gro inh	WT yeast gro inh mutant strain	MT stabilize HCS	MT stabilize HCS Hoechst-high %	MT stabilize HCS cytotoxicity %	T cell modulator	T cell modulator vesicle-bound %	Hep lipid drop	Hep lipid drop cells 6.5 µM	Insulin prom up	Insulin prom up cell count	West Nile antiviral	Autophagy HCS	Autophagy HCS cell loss 18 h	b-catenin transl	b-catenin transl cell count 5 µM	Myeloid diff MLP	Myeloid diff MLP GFP+ MAC1+ %
Listed for CCCCOc1ccc(-c2cc(C(F)(F)F)c(C#N)c(SCC(=O)O)n2)cc1 : -17	15	2.4	1.6	4.0	i	32	7	637	.	.	-0.1%	+	-3.9*	1.3	1209	+	4.2*
Listed for Cc1ccc(-c2csc3ncnc(Cl)c23)cc1 : 6	5	4.0	1.9	0.8	i	19	9	640	-0.13	1170	-0.2%	i	-6	-0.3	538	i	0.3

The results go on:
SMILES | WT yeast gro inh | WT yeast gro inh mutant strain | MT stabilize HCS | MT stabilize HCS Hoechst-high % | MT stabilize HCS cytotoxicity % | T cell modulator | T cell modulator vesicle-bound % | Hep lipid drop | Hep lipid drop cells 6.5 µM | Insulin prom up | Insulin prom up cell count | West Nile antiviral | Autophagy HCS | Autophagy HCS cell loss 18 h | b-catenin transl | b-catenin transl cell count 5 µM | Myeloid diff MLP | Myeloid diff MLP GFP+ MAC1+ %
COc1ccccc1N(C)S(=O)(=O)c1ccc(Cl)c(C(=O)N2CCC(C(N)=O)CC2)c1 | 1 | -15 | 4.3 | 2.9 | 4.3 | i | 39 | 1 | 651 | -0.55 | 1705 | 0.1% | i | -2 | -0.6 | 1072 | i | 0.4
Cc1cc(C)c2c(n1)sc1c(N3CCN(CCO)CC3)ncnc12 | 1 | 20 | 3.7 | 2.6 | 5.9 | i | 1 | 1 | 686 | -1.9 | 1379 | 1.1% | i | 2 | . | . | i | 8.7
COc1cccc(-n2c(Cc3cc(=O)[nH]c(=O)[nH]3)nnc2SCC(=O)N2CCC(C)CC2)c1 | -7 | -4 | 3.0 | 2.1 | 5.3 | i | 31 | 20 | 635 | 1.1 | 1856 | . | i | 6 | 0.1 | 1072 | i | 0.1
Cc1nn(Cc2ccc(Cl)cc2)c2sc(C(=O)O)cc12 | 0 | 7 | 2.7 | 1.5 | 8.9 | i | 50 | 12 | 725 | -0.4 | 1148 | 0.8% | i | 10 | 0.2 | 1140 | i | 0.2
COc1ccc(C(=O)N2CCCCCCC2)cc1OC1CCN(C(C)C)CC1 | . | . | . | . | . | i | 19 | -34 | 776 | . | . | 1.0% | . | . | . | . | i | 4.5
COC(C[C@@H](O)[C@H](C)[C@@H](O)COCc1ccccc1)OC | . | . | . | . | . | . | . | -7 | 655 | . | . | 0.3% | . | . | -0.7 | 1067 | i | 0.7
CCOC(=O)Cc1csc(NC(=O)C(NC(=O)C2CCCCC2)C(C)C)n1 (stereo unspecified) | 14 | 2 | 3.4 | 2.2 | 0.0 | i | 53 | -2 | 760 | -0.08 | 1255 | -1.0% | i | -7 | . | . | i | 0.1
O=C(CCS(=O)(=O)c1cccc2nonc12)Nc1ccc(Br)cc1 | . | . | . | . | . | i | 39 | 11 | 843 | . | . | -0.3% | . | . | . | . | i | 0.6
O=S(=O)(NCc1ccccc1)NCc1ccccc1F | -10 | -6 | 3.7 | 2.1 | 4.0 | i | 61 | -4 | 678 | -0.28 | 1147 | . | i | -5 | 2.1 | 1037 | i | 0.8
CCCN1CCC(=O)N([C@H](CSc2ccccc2)Cc2ccccc2)CC1 | . | . | . | . | . | i | 17 | 13 | 815 | . | . | -1.4% | . | . | . | . | i | 2.3
COc1ccc(N(C(=O)CNC(=O)c2ccco2)C(C(=O)NCC2CCCO2)c2ccccc2)c(OC)c1 (stereo unspecified) | . | . | . | . | . | i | 26 | -5 | 793 | . | . | -0.4% | . | . | . | . | i | 0.3

Random draw from the library; overall some 3.9% were active at least once.
